H9c2 protect – modulators protecting cardiomyocytes from myocardial damage | 360,000 compounds, 0.63% hits | AID 588492 | protection from H2O2 cell death, % at 20 µM | H9c2 cardiomyocytes, H2O2 injury protection, ATPLite, 2 h;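 active means compounds giving at least 50% protection of heart cells from peroxide-induced death in the single-dose screen, raw or plate-pattern-corrected value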;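 further: 0% = DMSO wells with peroxide and 100% = DMSO wells without peroxide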
Glyco luc inh – N-linked glycosylation inhibition; D54 ERlucT glycosylation luciferase reporter, 24 h; percent of 100 nM tunicamycin response; reporter increase, % at 12.5 µM; 360,000 compounds, 0.23% hits; AID 588692;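 active means mean luciferase reporter signal, scaled so untreated is 0 and the glycosylation-blocking control 100, at or above a set limit in every replicate; inconclusive means mean reaches the limit but not every replicate does; inactive means mean below the limit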;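 further: luciferase carries N-glycosylation sites so blocking glycosylation raises the light; 0% = median of neutral control wells and 100% = median of 100 nM tunicamycin wells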
MC4R barr agon – human MC4R agonism via beta-arrestin; P32245; U2OS MC4R beta-arrestin complementation, luminescence; percent of melanotan II response, DMSO zero; activation, % at 8.9 µM; 360,000 compounds, 0.98% hits;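 active means activation above a per-plate cutoff, the mean activation of sample wells on that plate plus 3 SD, cut at about 8% in these data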
Target sequence (P32245 whole entry, looked up): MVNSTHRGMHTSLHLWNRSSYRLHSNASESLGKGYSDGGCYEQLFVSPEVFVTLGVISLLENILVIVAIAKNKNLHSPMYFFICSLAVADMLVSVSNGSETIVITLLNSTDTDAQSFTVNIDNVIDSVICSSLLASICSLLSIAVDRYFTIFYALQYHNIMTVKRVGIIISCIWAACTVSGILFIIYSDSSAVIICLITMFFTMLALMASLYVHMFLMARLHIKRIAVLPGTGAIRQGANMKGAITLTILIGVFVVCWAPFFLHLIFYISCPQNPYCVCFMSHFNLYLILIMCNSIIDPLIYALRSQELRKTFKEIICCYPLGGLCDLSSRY
MC4R antag cAMP – human MC4R antagonism in cAMP assay. P32245. MC4R-expressing cells, MTII-stimulated cAMP, LANCE TR-FRET. inhibition, % at 6.5 µM. 360,000 compounds, 0.48% hits. AID 540295;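 active means inhibition above its plate's cutoff, the mean of tested wells on that plate plus 3 SD, cut at about 29% in these data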;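 further: 0% = Melanotan II alone and 100% = Melanotan II plus saturating MCL0020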
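Assay system: human MC4R-expressing U2OS cells; reagent: Melanotan II stimulation of cells; dosing: 6.5 µM single dose; timing: compound 30 min, challenge 1 h, detection 1 h; signal: TR-FRET cAMP assay; replicates: one well per compound, no replicates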
ABCB6 inh MLPCN – inhibitors of human ABC transporter ABCB6. Q9NP58. 360,000 compounds, 0.19% hits. fluorescence ratio to DMSO, % at 10 µM. K562-ABCB6 porphyrin accumulation, flow cytometry, 1 h; active compounds read low;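 active means fluorescence ratio to DMSO below 75%, the collection mean minus 3 SD; inconclusive means too few cells collected in the well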;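 further: signal is porphyrin accumulated inside mitochondria; 100% equals median channel fluorescence of DMSO control wells; lower ratio means ABCB6 inhibition with less porphyrin fluorescence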
ABHD5 PLIN5 PPI – blocks binding of human ABHD5 to perilipin-5; Q00G26+Q8WTS1; Split G. princeps luciferase complementation, luminescence, 4 h; AID 602281; inhibition, % at 4 µM; 360,000 compounds, 0.78% hits;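 active means inhibition above the mean inhibition across every tested compound plus 3 SD, cut at about 22% in these data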;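 further: 0% = DMSO only wells and the 100% control is not disclosed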
Granule exo inh – lytic granule exocytosis inhibition | 360,000 compounds, 0.66% hits | TALL-104 LAMP-1 surface exposure, flow cytometry; cells stimulated with thapsigargin and PMA | inhibition, % at 10 µM;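 active means inhibition above about 55%, limit read from the data; inconclusive means no clear call, values can overlap the other calls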
hiPSC survival – increases survival of single human iPS cells | survival enhancement, % at 20 µM | hiPSC single-cell survival, ATPlite luminescence; 100% = ROCK inhibitor wells, 0% = DMSO | 360,000 compounds, 0.044% hits | AID 602274; in the data active means survival enhancement above about 18%;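 further: cells exposed to compounds for 16 hours before the ATP read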
m5-HT2A agonist – activates the mouse 5-HT2A serotonin receptor. P35363. activation, % at 7.6 µM. 360,000 compounds, 0.66% hits. AID 624169. CHO-K1 mHTR2A beta-arrestin complementation, luminescence; percent of 30 µM serotonin response;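 active means activation above a run cutoff, the mean activation of all tested compounds plus 3 SD, cut at about 14% in these data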;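 further: 0% = plate median of compound wells and 100% = 30 µM serotonin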
Target sequence (P35363 whole entry, looked up): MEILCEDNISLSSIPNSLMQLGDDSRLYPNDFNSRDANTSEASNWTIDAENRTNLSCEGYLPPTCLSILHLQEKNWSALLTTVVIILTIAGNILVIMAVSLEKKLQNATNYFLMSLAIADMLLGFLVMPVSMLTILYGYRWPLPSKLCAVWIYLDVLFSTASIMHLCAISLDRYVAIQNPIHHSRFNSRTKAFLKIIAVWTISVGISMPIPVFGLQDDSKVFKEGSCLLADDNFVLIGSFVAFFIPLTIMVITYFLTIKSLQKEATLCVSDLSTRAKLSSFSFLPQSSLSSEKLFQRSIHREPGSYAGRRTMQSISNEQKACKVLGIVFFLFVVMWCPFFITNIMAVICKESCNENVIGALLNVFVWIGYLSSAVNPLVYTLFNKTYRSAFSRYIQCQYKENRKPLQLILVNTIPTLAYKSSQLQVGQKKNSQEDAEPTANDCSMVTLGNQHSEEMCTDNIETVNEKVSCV
aDG glyco up – increases alpha dystroglycan glycosylation; Pro5-aDG cells, alpha-DG glycosylation AlphaScreen (IIH6); 0% Pro5, 100% B10-LARGE cell signal; activation, % at 10 µM; 360,000 compounds, 0.22% hits; AID 624168;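 active means activation of at least 8% versus controls, or a plate z-score of at least 8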;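 further: Pro5 are CHO cells carrying HIG-tagged alpha-DG that lacks glycosylation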
An asterisk follows results filed as active; i = inactive; u = inconclusive; x = not tested or not shown.

SMILES	H9c2 protect	Glyco luc inh	MC4R barr agon	MC4R antag cAMP	ABCB6 inh MLPCN	ABHD5 PLIN5 PPI	Granule exo inh	hiPSC survival	m5-HT2A agonist	aDG glyco up
COc1cccc(OCCSc2nc(N)cc(N)n2)c1	-18	-10	-2.4	-3	98	-1	-6	-3.3	-8	0.0
Cc1ccc(Cl)cc1N1CCN(S(=O)(=O)c2c(C)[nH]c(C)c2C(=O)N2CCCCC2)CC1	3	0	-1.4	9	101	0	12	-0.2	-3	-0.1
COC(=O)c1ccc(NC(=O)CCC(=O)c2ccc(F)cc2)cc1	0	2	-1.4	10	77	-9	1	-0.6	0	-0.1
CC(C)C[C@H](NC(=O)N1CC(=O)Nc2ccccc21)C(=O)N[C@@H](Cc1ccccc1)C(=O)O	2	1	-2.1	0	95	0	-6	5.4	-1	-0.1
C=CCN(C(=O)c1ccccc1)C1CCS(=O)(=O)C1 (stereo not drawn)	7	2	-3.4	-4	102	1	-8	0.0	-1	0.0
COc1cc(NC(=O)[C@@H]2CCCN(S(=O)(=O)c3cccc4cccnc34)C2)cc(OC)c1OC	4	6	1.4	13	97	-4	3	10	13	-0.2
CC1=CCC2([N+](=O)[O-])CN(CC(=O)O)CC1([N+](=O)[O-])C2 (stereo not drawn)	11	1	0.7	1	97	-1	1	7.7	4	0.0
O=C(C[C@H]1CC[C@H]2[C@@H](COC[C@@H](O)CN2S(=O)(=O)c2ccc(F)cc2)O1)N[C@@H]1CCN(Cc2ccccc2)C1	x	x	x	x	x	-4	-10	x	-1	-0.1
C[n+]1cccc(O)c1SCc1ccccc1	-8	2	-0.9	-2	99	2	-2	0.5	-2	1.1
O=C(CSc1nc2ccccc2o1)Nc1cc(C(F)(F)F)ccc1N1CCOCC1	-7	-1	-2.0	0	91	-9	1	-3.7	-5	0.0
COc1cc(/C=N/NC(=O)C2C3CCCCC32C)cc(Br)c1O (stereo not drawn)	11	-1	1.4	4	101	0	-8	0.1	0	0.1
O=C1NC(=O)C2(COC(c3ccncc3)OC2)S1 (stereo not drawn)	-4	3	-0.1	5	101	0	-9	-3.9	-4	0.0
S=C(NCCc1ccccc1)N1CCN(Cc2ccc(Cl)c(Cl)c2)CC1	-8	-2	1.4	14	99	5	-2	-1.0	-7	0.7
CCOC(=O)C1(CCOc2ccccc2)CCN(Cc2ccc(C#CCCO)cc2)CC1	-6	-6	-0.6	11	99	-3	56*	-0.6	-2	1.8
CCOC(=O)c1cnc2c(Cl)cc(Cl)cc2c1NCCCN1CCOCC1	0	3	-2.2	1	105	-3	4	0.0	2	0.5
CCn1cc(C(=O)N[C@@H](CCSC)C(=O)NCCOC)c(=O)c2cc3c(cc21)OCO3	11	0	-0.6	0	96	2	-20	-0.8	0	0.1
CCC(Oc1nc2ccccc2nc1-c1ccccc1NC(C)=O)C(=O)c1ccccc1 (stereo not drawn)	5	-6	1.8	-6	94	14	-4	-1.0	0	0.1
Cc1ccc(C(=O)OCC(=O)NCCc2ccc(S(N)(=O)=O)cc2)o1	3	0	-1.4	4	103	2	7	4.9	-5	0.1
O=C(O)C1CCCCC1C(=O)NCCC(c1ccccc1)c1ccccc1 (stereo not drawn)	-1	2	-2.1	3	95	-1	14	2.5	-4	-0.2
COc1ccc2[nH]c(=O)c(CN(CC3CCCO3)C(=S)Nc3cccc(C)c3)cc2c1 (stereo not drawn)	5	-4	1.1	12	97	1	-1	0.9	2	-0.2
COc1ccc(CCNC(=O)c2ccc(CS(=O)(=O)c3ccc(Cl)cc3)o2)cc1OC	1	-4	-1.0	8	93	4	-3	0.2	0	-0.1
O=C(NCc1ccco1)Nc1ccc(Br)cc1	-1	1	0.4	-8	84	14	2	8.8	-2	0.1
O=C(CN1CCCCCCC1)N/N=C/c1ccc([N+](=O)[O-])o1	-2	22	0.7	0	99	-10	4	2.4	0	1.7
CCOc1ccccc1C(=O)N[C@H](C(=O)Nc1nc2c(s1)CCCC2)C(C)C	-14	4	-3.3	9	102	-11	3	-0.9	-5	-0.1
CC(=O)OCc1cc(-c2nn(C)c(=O)c3ccccc23)ccc1C	-1	2	-4.1	-3	93	-6	0	-0.8	2	0.6
Cc1ccc(Cn2nnc3c(=O)[nH]c(C4CCN(S(=O)(=O)c5ccc(C)cc5)CC4)nc32)cc1	-1	2	1.0	4	107	3	-1	1.1	-3	-0.2
COc1cc2sc(-c3ccccc3OC)c(-c3ccc(O)cc3)c2cc1OC	-5	4	2.6	5	96	5	4	-2.2	5	-0.4
COCCN(CC(=O)Nc1cccc(C)c1C)C(=O)Cc1sc(C)nc1-c1ccc(F)cc1	-2	-2	2.6	7	94	-1	1	-0.5	-1	0.0
CCCc1c(C)[nH]c2ccccc2c1=O	0	-1	0.9	10	i	-1	4	-1.2	11	0.0
COc1ccc(/C=N/NC(=O)CCC(=O)Nc2ccccc2)cc1OC	-3	1	-1.6	2	106	0	7	-2.1	0	0.1
O=C(CN1C(=O)CCS(=O)(=O)c2ccccc21)Nc1cccc(F)c1	-10	1	-0.3	3	100	-2	-2	-1.0	5	0.0
COC(=O)c1ccc(N2C(=O)C3CC(C)=C(C)CC3C2=O)cc1 (stereo not drawn)	-2	4	-2.7	-7	97	-4	1	0.7	0	-0.3
CC(=O)N=Cc1c(C)c(C#N)c(=O)n(C)c1O	-11	5	-1.3	12	95	-7	-4	-0.1	-3	-0.2
CC1(C)Cc2c(sc(NC(=O)COc3ccccc3)c2C#N)C(C)(C)N1	-5	1	-2.6	16	98	0	2	-0.7	3	-0.1
COc1ccc(-c2nc(CS(=O)(=O)CC(=O)NC3CCCCC3C)c(C)o2)cc1 (stereo not drawn)	2	2	-0.8	6	96	-2	4	0.5	-4	0.2
O=C(NCCSCc1ccco1)Nc1ccccc1	-6	1	-0.5	6	94	-1	-9	-1.3	-2	0.0
Cc1ccc(C)c(OCc2cc(C(=O)N(C)Cc3nccn3C)no2)c1	14	0	-2.5	10	94	1	-1	-0.4	-1	0.1
CC(C)n1ncc2c(C(=O)Nc3cccc(C#N)c3)cc(C3CC3)nc21	-23	-10	4.2	6	97	-9	-3	-0.4	-16	0.2
Cc1cc(C(=O)NCc2ccc3c(c2)OCO3)c(C)o1	8	-1	-1.1	7	98	1	-5	-0.6	-4	0.0
Cc1nc2ccccc2nc1CSc1nnc(N)s1	12	0	-1.0	9	97	0	-1	-0.8	3	-0.3

Some of these compounds in order of number of heavy atoms, lowest first:
SMILES	H9c2 protect	Glyco luc inh	MC4R barr agon	MC4R antag cAMP	ABCB6 inh MLPCN	ABHD5 PLIN5 PPI	Granule exo inh	hiPSC survival	m5-HT2A agonist	aDG glyco up
CCCc1c(C)[nH]c2ccccc2c1=O	0	-1	0.9	10	i	-1	4	-1.2	11	0.0
CC(=O)N=Cc1c(C)c(C#N)c(=O)n(C)c1O	-11	5	-1.3	12	95	-7	-4	-0.1	-3	-0.2
Cc1nc2ccccc2nc1CSc1nnc(N)s1	12	0	-1.0	9	97	0	-1	-0.8	3	-0.3
Cc1cc(C(=O)NCc2ccc3c(c2)OCO3)c(C)o1	8	-1	-1.1	7	98	1	-5	-0.6	-4	0.0
COC(=O)c1ccc(N2C(=O)C3CC(C)=C(C)CC3C2=O)cc1 (stereo not drawn)	-2	4	-2.7	-7	97	-4	1	0.7	0	-0.3
O=C(CN1C(=O)CCS(=O)(=O)c2ccccc21)Nc1cccc(F)c1	-10	1	-0.3	3	100	-2	-2	-1.0	5	0.0
Cc1ccc(C)c(OCc2cc(C(=O)N(C)Cc3nccn3C)no2)c1	14	0	-2.5	10	94	1	-1	-0.4	-1	0.1
COc1ccc(-c2nc(CS(=O)(=O)CC(=O)NC3CCCCC3C)c(C)o2)cc1 (stereo not drawn)	2	2	-0.8	6	96	-2	4	0.5	-4	0.2

(list continues)
SMILES	H9c2 protect	Glyco luc inh	MC4R barr agon	MC4R antag cAMP	ABCB6 inh MLPCN	ABHD5 PLIN5 PPI	Granule exo inh	hiPSC survival	m5-HT2A agonist	aDG glyco up
CCNc1nc(NC(C)C)nc(NS(=O)(=O)c2ccc(C)cc2)n1	2	-1	3.7	25	103	0	-14	-1.1	4	0.0
NC(c1csc(Nc2cnccn2)n1)C1CCCCC1 (stereo not drawn)	0	1	0.6	4	93	-1	-2	2.2	1	0.3
Cc1ccnc(NS(=O)(=O)c2ccc(CC(C)C)cc2)c1	-9	-1	-1.6	-7	102	1	2	-0.4	-7	0.0
O=C1c2ccccc2C(=O)N1CCn1c(=O)oc2ccccc21	1	-1	-0.2	10	98	10	4	0.2	2	0.0
CN1C(=O)N(C)C2(c3ccccc3)NC(=O)NC12c1ccccc1 (stereo not drawn)	4	-4	0.7	-6	94	5	u	-1.6	0	-0.4
Cc1cc(=O)n2nc(N3CCCC(C(=O)NCc4ccccc4C)C3)sc2n1 (stereo not drawn)	16	0	-0.1	7	101	-3	-1	-0.2	-2	-0.3
CC1(C)CC(NC(=O)c2cccc(F)c2)CC(C)(C)N1	5	-2	-0.3	11	98	0	-9	-0.3	1	-0.2
O=C(OCCNc1nc(-c2ccccc2)nc2ccccc12)c1ccncc1	6	1	-1.7	3	85	7	1	-0.9	-4	0.3
COc1ccc(N2CCN(S(=O)(=O)c3ccc4c(c3)NC(=O)CC(=O)N4)CC2)cc1	-5	2	2.7	-2	104	-1	0	0.3	1	0.1
Cc1ccc(OCC(=O)N2CCC(Cc3ccccc3)CC2)c([N+](=O)[O-])n1	0	-2	-1.5	-3	98	-12	5	0.7	0	0.3

Structures listed above printed as active in Granule exo inh.
Structure	Glyco luc inh	MC4R barr agon	MC4R antag cAMP	ABCB6 inh MLPCN	ABHD5 PLIN5 PPI	Granule exo inh	m5-HT2A agonist	aDG glyco up
CCOC(=O)C1(CCOc2ccccc2)CCN(Cc2ccc(C#CCCO)cc2)CC1	-6	-0.6	11	99	-3	56*	-2	1.8

(more compounds)
SMILES	H9c2 protect	Glyco luc inh	MC4R barr agon	MC4R antag cAMP	ABCB6 inh MLPCN	ABHD5 PLIN5 PPI	Granule exo inh	hiPSC survival	m5-HT2A agonist	aDG glyco up
COc1ccccc1N1CCN(C(=O)c2sc3nc(-c4ccccc4)cn3c2C)CC1	2	-6	0.8	8	93	12	3	-1.5	-1	1.5
COc1cccc(C(C)NC(=O)C2CCCO2)c1 (stereo not drawn)	1	0	-0.6	2	99	2	-11	-0.1	7	-0.1
CCC(C)[C@H](NC(=O)[C@@H]1CSC2c3ccccc3C(=O)N21)C(=O)N1CCCCC1 (stereo partly drawn)	9	-1	0.1	11	103	-14	23	0.7	-11	0.1
COc1ccccc1C(=O)NC(=S)N1CCc2ccccc21	-7	-1	0.3	30*	102	-2	-7	1.8	-4	0.2
Cc1cc(C)c2cc(C#N)c(SCC(=O)NCc3ccco3)nc2c1	28	0	-1.4	-1	104	35*	2	-1.8	-5	0.8
CC(C)c1ccc(COC(=O)CN2C(=O)NC3(CCCCC3C)C2=O)cc1 (stereo not drawn)	-11	4	-0.2	4	96	-11	-5	-0.4	5	-0.1
